High-throughput results as filed in PubChem.
inhibitors of VEEV: inhibitors of VEEV TC-83 cytopathic effect, confirmation, Vero cells (AID 588727); Vero cells, VEEV TC-83 cytopathic effect inhibition; higher % means a stronger effect; one-dose inhibition, % at 20 µM; IC50 in µM for titrated hits; actives 0.13% (n = 350,000); in the data active = a potency from the dose series; inconclusive = inhibition mostly from about 14% at the one dose, without a potency; inactive = the rest, 99 in 100 with inhibition below about 12%; also: strong numbers were not always called active
Salmonella PhoP GFP: PhoP regulon inhibitors, Salmonella typhi PhoP promoter GFP reporter, confirmatory (AID 1850). Salmonella Typhi PhoP-promoter GFP reporter, fluorescence, 4 h; higher % means a stronger effect. one-dose inhibition, % at 50 µM; IC50 in µM for titrated hits. actives 0.33% (n = 310,000); in the data active = a potency from the dose series; inconclusive = inhibition mostly from about 25% at the one dose, without a potency; inactive = the rest, 99 in 100 with inhibition below about 19%;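 also: 0% = induced wells with vehicle and 100% = uninduced wells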
M. tuberculosis: growth inhibition of non-replicating M. tuberculosis (AID 488890) | Mycobacterium tuberculosis non-replicating, growth inhibition; higher % means a stronger effect | inhibition, % at 25 µM; hits with a dose series show IC50 in µM | actives 0.39% (n = 320,000); in the data active = a potency from the dose series; inconclusive = inhibition mostly from about 82% at the one dose, without a potency; inactive = the rest, 99 in 100 with inhibition below about 76%;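 also: plate controls were DMSO cells for no effect and high antibiotic wells for full effect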
H1N1 NS1A inhibition: NS1A inhibition, H1N1 influenza, cell based functional assay (AID 504329); NS1A functional cell-based assay, percent inhibition; higher % means a stronger effect; inhibition, % at 12.5 µM, or IC50 in µM where a hit was titrated; actives 0.3% (n = 340,000); in the data active = a potency from the dose series; inconclusive = inhibition above about 27% without an active follow-up result; also: strong numbers were not always called active
M. tuberculosis HTS: M. tuberculosis growth inhibition, HTS (AID 449762); M. tuberculosis H37Rv growth inhibition, 7H9 media; higher % means a stronger effect; inhibition, % at 25 µM, or IC50 in µM where a hit was titrated; actives 0.59% (n = 330,000); in the data active = a potency from the dose series; inconclusive = inhibition above about 70% without an active follow-up result;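 also: bacterial growth assessed after seven days of incubation; strong numbers were not always called active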
inhibitors of VEEV 10K pilot screen: also measured in inhibitors of VEEV; calls as there; inhibition, %; measured here: 10K pilot screen inhibition
The depositor's hits bear a star; i = inactive; ? = inconclusive; . = no result given.

SMILES | inhibitors of VEEV | Salmonella PhoP GFP | M. tuberculosis | H1N1 NS1A inhibition | M. tuberculosis HTS | others
O=c1[nH]nc(N=Nc2c(O)[nH]c3ccc(F)cc23)c(=O)[nH]1 | 1.4% | . | . | 11% | .
CCNC(=O)CCSc1nc2cc(Cl)ccc2o1 | 2.1% | -3% | 75% | 6% | 5% | inhibitors of VEEV 10K pilot screen=0.8
O=C(NN1CCCCC1)c1ccc(COc2ccc(Cl)cc2)cc1 | 1.2% | -8% | -9% | -9% | 6%
Cc1cccc(C(=O)NCC(=O)OCc2nc(N)nc(Nc3ccccc3C)n2)c1 | 2.2% | . | 6% | -18% | 1%
CC(C)CC1NC(=O)N(CC(=O)Nc2ccc3c(c2)OCCO3)C1=O (configuration not stated) | 2.4% | . | 4% | -16% | -10%
COc1ccccc1C(C)Nc1ccc(S(=O)(=O)N2CCN(C)CC2)cc1[N+](=O)[O-] (configuration not stated) | 2.9% | . | 44% | 24% | 14%
O=C(/C=C/c1ccc(Cl)cc1Cl)Nc1cccc(S(=O)(=O)NC2=NCCCCC2)c1 | 2.3% | 5% | 10% | -3% | -4%
O=C(CSc1nccn1-c1ccc(Cl)cc1)NCc1ccc2c(c1)OCO2 | 3.2% | -3% | . | 12% | -7%
CC(C)Sc1nc2c(c(=O)[nH]c(=O)n2C)n1Cc1ccccc1 | 1.1% | 4% | 22% | 1% | 1%
CCOC(=O)N1CCN(C(=O)CNC(=O)c2nn(-c3ccc(OC)c(Cl)c3)c(=O)c3ccccc23)CC1 | 9.3% | 4% | -8% | -10% | 7%
O=C(c1cccc(Br)c1)N1CCN(c2ccc(N3CCOCC3)nn2)CC1 | 0.8% | 13% | 21% | 0% | -7%
O=C(COc1ccc(F)cc1Br)NCCCN1CCCC1=O | 6.8% | . | 0% | -6% | 4%
CC(=O)NCC(=O)N1CCCC(C(=O)c2ccc3c4c(cccc24)CC3)C1 (configuration not stated) | 0.6% | -5% | 1% | 2% | 5%
O=C(O)c1ccc(C=NNC(=O)c2ccccc2NS(=O)(=O)c2cccs2)cc1 | 1.8% | . | 25% | -14% | -3%
CSC(C(=O)c1cc2ccccc2o1)c1ccccc1 (configuration not stated) | 1.3% | 11% | 70% | -1% | ?

Next part, starting with the last two of the part before.
SMILES | inhibitors of VEEV | Salmonella PhoP GFP | M. tuberculosis | H1N1 NS1A inhibition | M. tuberculosis HTS | others
O=C(O)c1ccc(C=NNC(=O)c2ccccc2NS(=O)(=O)c2cccs2)cc1 | 1.8% | . | 25% | -14% | -3%
CSC(C(=O)c1cc2ccccc2o1)c1ccccc1 (configuration not stated) | 1.3% | 11% | 70% | -1% | ?
CCOC(=O)c1ccc(NS(=O)(=O)c2ccc3c(c2)oc(=O)n3C)cc1 | 2.0% | -10% | 3% | -3% | 1%
COc1ccc(S(=O)(=O)N2CCN(C(=O)c3cc(C)oc3C)CC2)cc1OC | 1.7% | . | 18% | -1% | 3%
Cc1noc(C)c1COc1cccc(C(=O)N2CCN(C/C=C/c3ccccc3)CC2)c1 | 5.7% | 3% | 46% | 6% | 19%
Cc1ccc(S(=O)(=O)N2CCN(C(=O)CSc3ncn[nH]3)CC2)c(C)c1 | 0.3% | -7% | 2% | 2% | -4%
CN(CC(=O)Nc1cccc(F)c1)C(=O)C1CCC(C(=O)N(C)CC(=O)Nc2cccc(F)c2)CC1 (configuration not stated) | 0.7% | . | . | -18% | .
CCOc1ccc(NC(=O)C2CCCN(S(=O)(=O)c3ccc(-n4cnnn4)cc3)C2)cc1 (configuration not stated) | 1.2% | 5% | 6% | -7% | -6%
C[C@H]1CN([C@@H](C)CO)C(=O)Cc2cc(NC(=O)CCC(F)(F)F)ccc2O[C@H]1CN(C)CC1CC1 | 0.6% | . | 9% | -5% | -3%
Cc1ccc2c(c1)-c1c(cnn1CC(=O)N(Cc1ccco1)C1CCCCC1)CO2 | 8.7% | 3% | 35% | 3% | 2%
COCCN(C(=O)CSc1nnc(-c2ccc(C(C)(C)C)cc2)n1N)c1c(N)n(CC(C)C)c(=O)[nH]c1=O | 3.8% | 4% | 20% | -4% | -2%
COC(=O)C1=C(c2ccc3ccccc3c2)C[C@@H]2CC[C@H]1N2C(=O)NC(C)C | 3.6% | . | -15% | -4% | -4%
CCCCCN1C(C)=CC(=C(C#N)C#N)C=C1C | 1.3% | 8% | -13% | -8% | -6%
COc1ccc(C(=O)COC(=O)/C=C/c2ccc(S(=O)(=O)Nc3cccc(S(N)(=O)=O)c3)cc2)cc1 | 2.5% | 26% | 30% | 2% | -2%
CC1(C)Cc2c(C#N)c(N3CCN(C(=O)c4ccco4)CC3)nc(-c3ccco3)c2CS1 | i | 3% | 0% | -9% | -4%
C(=N\Nc1ccccn1)/c1cccnc1 | 1.7% | 34µM* | 17% | -5% | -10%
CC(/C=N/NC(=O)Cn1cnc2c1c(=O)n(C)c(=O)n2C)=C\c1ccco1 | i | 6% | 0% | 0% | 2%
CSc1ccc(C2C(C#N)=C(N)Oc3c2ccc(=O)c2c(C)oc(C)c32)cc1 (configuration not stated) | i | -3% | 21% | 9% | 42%
CN1CCc2c(sc(NC(=O)c3ccc(S(=O)(=O)N4CCCC4)cc3)c2C(N)=O)C1 | 7.9% | -12% | -12% | -4% | -6%
O=C(NCCCN1CCCC1=O)C1CCN(S(=O)(=O)N2CCOCC2)CC1 | 0.5% | -6% | . | 1% | .
COC(=O)c1c(C(=O)OC)c(-c2ccc(C)cc2)n2c1CS(=O)(=O)C2 | 1.3% | 4% | 7% | -12% | -3%
COC(=O)C1=C(c2ccc(-c3ccccc3)c(F)c2)C[C@@H]2CC[C@H]1N2C(=O)NC1CC1 | 2.2% | . | -3% | -3% | -3%
COc1ccc(Cl)cc1-c1n[nH]c(=S)n1Cc1ccccc1 | 6.3% | -4% | -9% | -7% | -4%
O/N=C(\c1ccccc1)c1nccc2ccccc12 | 2.8% | 11% | -4% | 0% | 3%
CCOC(=O)c1ccc(N=Cc2nc3ccccc3n2C)cc1 | 1.3% | 3% | ? | -1% | 64µM*
CCOC(=O)N1CCC(NC(=O)C2CCN(S(=O)(=O)c3cccs3)CC2)CC1 | 0.9% | -4% | . | 1% | .
COc1cccc2cc(-c3cc(=O)oc4ccc(OC(=O)N(C)C)cc34)oc12 | 7.6% | -1% | -6% | -3% | 3%
Cc1ccc2c(c1)sc(=NC(=O)c1cccs1)n2C | i | 8% | ? | -8% | 20%
CCc1ccc(N2C(=O)CC(c3ccc(F)cc3)C3=C2COC3=O)cc1 (configuration not stated) | 0.2% | 2% | 2% | -4% | 4%

Some of these compounds in order of length of the SMILES, lowest first:
SMILES | inhibitors of VEEV | Salmonella PhoP GFP | M. tuberculosis | H1N1 NS1A inhibition | M. tuberculosis HTS | others
C(=N\Nc1ccccn1)/c1cccnc1 | 1.7% | 34µM* | 17% | -5% | -10%
O/N=C(\c1ccccc1)c1nccc2ccccc12 | 2.8% | 11% | -4% | 0% | 3%
Cc1ccc2c(c1)sc(=NC(=O)c1cccs1)n2C | i | 8% | ? | -8% | 20%
CCOC(=O)c1ccc(N=Cc2nc3ccccc3n2C)cc1 | 1.3% | 3% | ? | -1% | 64µM*
COc1ccc(Cl)cc1-c1n[nH]c(=S)n1Cc1ccccc1 | 6.3% | -4% | -9% | -7% | -4%
O=C(NCCCN1CCCC1=O)C1CCN(S(=O)(=O)N2CCOCC2)CC1 | 0.5% | -6% | . | 1% | .
COc1cccc2cc(-c3cc(=O)oc4ccc(OC(=O)N(C)C)cc34)oc12 | 7.6% | -1% | -6% | -3% | 3%
COC(=O)c1c(C(=O)OC)c(-c2ccc(C)cc2)n2c1CS(=O)(=O)C2 | 1.3% | 4% | 7% | -12% | -3%
CC(/C=N/NC(=O)Cn1cnc2c1c(=O)n(C)c(=O)n2C)=C\c1ccco1 | i | 6% | 0% | 0% | 2%
CN1CCc2c(sc(NC(=O)c3ccc(S(=O)(=O)N4CCCC4)cc3)c2C(N)=O)C1 | 7.9% | -12% | -12% | -4% | -6%
CC1(C)Cc2c(C#N)c(N3CCN(C(=O)c4ccco4)CC3)nc(-c3ccco3)c2CS1 | i | 3% | 0% | -9% | -4%
COC(=O)C1=C(c2ccc(-c3ccccc3)c(F)c2)C[C@@H]2CC[C@H]1N2C(=O)NC1CC1 | 2.2% | . | -3% | -3% | -3%
